High-throughput results: PubChem, several laboratories
STK33 kinase inh = blocks human STK33 kinase activity; 0.073% of 320,000 active; inhibition, % at 10 µM; purified STK33, MBP phosphorylation, ADP-Glo luminescence;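 active = inhibition at or above 25%, using the most active replicate where run in duplicate; inactive = inhibition below 25%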
Target sequence (Q9BYT3 whole entry, looked up): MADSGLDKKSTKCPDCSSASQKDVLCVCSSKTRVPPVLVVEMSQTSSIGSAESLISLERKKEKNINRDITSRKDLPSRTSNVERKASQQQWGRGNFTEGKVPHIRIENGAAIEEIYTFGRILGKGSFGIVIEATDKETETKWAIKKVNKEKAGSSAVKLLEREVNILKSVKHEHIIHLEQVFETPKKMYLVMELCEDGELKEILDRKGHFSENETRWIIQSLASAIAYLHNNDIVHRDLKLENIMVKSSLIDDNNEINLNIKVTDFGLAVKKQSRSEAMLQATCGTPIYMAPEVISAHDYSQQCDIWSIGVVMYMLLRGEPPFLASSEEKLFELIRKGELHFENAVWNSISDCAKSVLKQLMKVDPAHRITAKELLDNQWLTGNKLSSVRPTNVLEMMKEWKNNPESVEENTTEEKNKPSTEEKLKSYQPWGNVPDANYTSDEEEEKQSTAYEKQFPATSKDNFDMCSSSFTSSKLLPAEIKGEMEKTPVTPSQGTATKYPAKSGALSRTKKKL
OX1R antag-1 = OX1R (human) antagonism; O43613; OX1R-expressing cells, FRET antagonist read-out; inhibition, % at 6.6 µM; 1.8% of 330,000 active; AID 485270; in the data active = inhibition mostly above about 38%, no sharp cut-off; inactive = mostly below about 40%;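 also: 0% = agonist challenge alone and 100% = reference antagonist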
Target sequence (O43613 whole entry, looked up): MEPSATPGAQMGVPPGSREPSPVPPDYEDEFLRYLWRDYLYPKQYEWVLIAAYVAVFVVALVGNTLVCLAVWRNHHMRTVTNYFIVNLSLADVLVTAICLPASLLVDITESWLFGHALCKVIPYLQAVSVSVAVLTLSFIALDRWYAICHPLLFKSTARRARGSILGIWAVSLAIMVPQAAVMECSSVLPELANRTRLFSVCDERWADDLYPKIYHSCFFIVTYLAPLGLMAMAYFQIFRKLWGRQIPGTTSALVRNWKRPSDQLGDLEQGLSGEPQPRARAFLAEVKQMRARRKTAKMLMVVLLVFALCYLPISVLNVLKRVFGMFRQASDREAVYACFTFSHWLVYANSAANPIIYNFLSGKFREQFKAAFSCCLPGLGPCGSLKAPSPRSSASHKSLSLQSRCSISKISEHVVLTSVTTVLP
OX1R antag-2 = human HCRTR1 antagonism. CHO/OX1R cells, Fluo-8 calcium fluorescence, orexin A. inhibition, % at 5 µM. 0.43% of 330,000 active. AID 434989;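 active = inhibition above its plate's threshold, mean inhibition of all tested compounds on the plate plus 3 SD, cut at about 37% in these data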;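 also: 0% = orexin A challenge wells and 100% = SB-334867-A antagonist wells; not every result past the cut was called active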
* hit, by the source's call; / = no result given.

1	COc1ccc(NC(=S)N2CCN(C(c3ccccc3)c3ccccc3)CC2)cc1OC
2	CC[n+]1c(/C=C/C=C/N(C(C)=O)c2ccccc2)sc2cc(OC)ccc21
3	COc1cc(=O)n(C)c2c(OCC(O)C(C)(C)O)cccc12 (stereo not given)
4	Cc1ccc(NC2=C(N3CCOCC3)C(=O)c3ccccc3C2=O)cc1
5	Cn1c(=O)c2c(nc(Sc3ncccn3)n2Cc2ccc(Cl)cc2)n(C)c1=O
Compound	1	2	3	4	5
STK33 kinase inh	-0.9	1.1	1.3	-0.2	-1.8
OX1R antag-1	14.5	11.7	2.6	15.4	0.1
OX1R antag-2	-30.9	30.1	0.9	-9.2	-7.0

6	CC(=O)N1CCCc2cc(S(=O)(=O)Nc3ccccc3C)ccc21
7	CCc1noc(C)c1C(=O)OCC(=O)NC(C)c1ccccc1 (stereo not given)
8	O=C(Nc1ccc2c(c1)OCO2)c1ccc(Br)s1
9	COc1ccc(N(C(C)=O)S(=O)(=O)c2cc(OC)ccc2OC)cc1
10	COc1ccc(C2(NC(C)=O)CCN(C(=O)CCC(=O)O)CC2)cc1
Compound	6	7	8	9	10
STK33 kinase inh	-1.0	-1.2	0.2	-0.9	0.1
OX1R antag-1	3.8	1.9	24.8	13.9	23.6
OX1R antag-2	-9.2	-6.6	-11.3	-25.5	-3.8

11	COc1ccccc1CNc1ncccn1
12	CC(C)Cc1nnc(NC(=O)c2cccc(S(=O)(=O)N3CCOCC3)c2)s1
13	COC(=O)c1ccccc1NC(NC(=O)c1ccco1)C(=O)c1ccccc1 (stereo not given)
14	O=C(COc1cccc(Cl)c1)Nc1ccc2c(c1)CCC2
15	NC1=NC(=O)/C(=C/c2ccc(Cl)cc2Cl)S1
Compound	11	12	13	14	15
STK33 kinase inh	/	-0.4	-1.1	-2.6	-1.2
OX1R antag-1	3.5	12.6	8.9	13.7	-4.1
OX1R antag-2	-7.5	-8.0	-23.1	-24.3	-3.8

16	CCOc1ccc(NC(=O)CN2CCN(CC(=O)Nc3cccc(F)c3)CC2)cc1
17	CCC(C)n1c(-c2ccco2)nc2nc3ccccc3nc21 (stereo not given)
18	COc1ccc(-c2cc(C)no2)cc1S(=O)(=O)N1CCN(c2ccccc2F)CC1
19	COc1cc(SC)ccc1C(=O)Nc1ccc2c(c1)CCC2
20	O=C(Cc1ccccc1)NN1C(=O)C2C3C=CC(C3)[C@@H]2C1=O (stereo not given in full)
Compound	16	17	18	19	20
STK33 kinase inh	-0.8	2.5	-1.5	-0.8	-1.2
OX1R antag-1	7.1	9.5	14.5	12.1	4.4
OX1R antag-2	-26.2	-23.0	-8.5	-15.5	-4.8

21	O=C(COc1ccccc1[N+](=O)[O-])Nc1cccc(S(=O)(=O)N2CCCC2)c1
22	Cn1nccc1C(=O)c1ccc(Cl)cc1
23	Cc1cccc(-c2noc(CN(C)C(=O)c3ccco3)n2)c1
24	COCCCNC(=O)CN1C(=O)c2cccc3cccc1c23
25	Cc1nc(=S)n(-c2ccccc2)[nH]1
Compound	21	22	23	24	25
STK33 kinase inh	-1.7	0.2	0.0	-0.7	-0.9
OX1R antag-1	8.1	9.5	20.2	14.8	-1.8
OX1R antag-2	-19.7	2.2	-6.5	1.6	-15.4

26	CCCCCCCNC(=O)C1(CC2CC(c3ccc(Cl)cc3)=NO2)CCN(C(=O)c2cc(OCC)c(OCC)c(OCC)c2)CC1 (stereo not given)
27	C=CCNC(=O)c1ccccc1NC(=O)c1cccc2ccccc12
28	C#CCOCCOCCOCCNc1nc(N2CCN(C(=O)[C@H](CCCN=C(N)N)n3cc(C(N)[C@H](C)CC)nn3)CC2)nc(N2CCN(C(=O)[C@H](CCCN=C(N)N)n3cc(C(N)[C@@H](C)CC)nn3)CC2)n1 (stereo not given in full)
29	CC1(CCc2ccccc2)NC(=S)N(c2ccccc2)N1 (stereo not given)
30	N[C@@H](Cc1ccc(O)cc1)C(=O)Nc1ccc2ccccc2c1
Compound	26	27	28	29	30
STK33 kinase inh	-2.1	-0.4	-0.2	-2.6	-0.1
OX1R antag-1	31.5	21.5	9.1	10.3	4.2
OX1R antag-2	-27.5	-24.7	-4.4	-2.7	25.1

Record cards, from the list above:
O=C(Cc1ccccc1)NN1C(=O)C2C3C=CC(C3)[C@@H]2C1=O (stereo not given in full) across the screens: STK33 kinase inh: -1.2; OX1R antag-1: 4.4; OX1R antag-2: -4.8
CCOc1ccc(NC(=O)CN2CCN(CC(=O)Nc3cccc(F)c3)CC2)cc1 across the screens: STK33 kinase inh: -0.8; OX1R antag-1: 7.1; OX1R antag-2: -26.2
CCC(C)n1c(-c2ccco2)nc2nc3ccccc3nc21 (stereo not given) across the screens: STK33 kinase inh: 2.5; OX1R antag-1: 9.5; OX1R antag-2: -23.0

Remaining list, next part.
31	CCc1ccc(-c2ccc3nnc(SCC(N)=O)n3n2)cc1
32	COc1cccc(C2CC(c3ccc(Cl)cc3Cl)n3nc(N)nc3N2)c1 (stereo not given)
33	Cc1cccc(C)c1N1C(=O)CC(N2CCN(S(=O)(=O)c3ccccc3F)CC2)C1=O (stereo not given)
34	CCCCc1ccc(NC(=S)Nc2ccc(Cl)c(S(=O)(=O)N(C)C)c2)cc1
35	C[C@H](CO)N1C[C@H](C)[C@H](CN(C)Cc2ccccc2)Oc2c(NC(=O)Nc3ccc(F)cc3)cccc2C1=O
Compound	31	32	33	34	35
STK33 kinase inh	-1.1	-1.2	-0.7	0.2	0.2
OX1R antag-1	31.0	6.5	2.6	10.8	6.3
OX1R antag-2	-31.1	-13.8	-14.4	-17.8	-21.1

36	NC(=O)c1cc2n(n1)C(C(F)(F)F)CC(c1ccco1)N2 (stereo not given)
37	Cc1cccc(S(=O)(=O)N2CCC(CO)(Cc3ccccc3)CC2)c1
38	Cn1c(=O)n(CCc2ccccc2)c(=O)c2c1ncn2Cc1ccccc1
39	O=C(Nc1nc2ccc([N+](=O)[O-])cc2s1)c1ccco1
40	CCN(CC(=O)NCc1cccs1)C(=O)c1ccc(NS(=O)(=O)c2ccc(C(C)=O)cc2)cc1
Compound	36	37	38	39	40
STK33 kinase inh	-0.5	0.9	8.3	0.6	/
OX1R antag-1	8.8	20.8	10.1	5.4	27.7
OX1R antag-2	-13.5	5.6	-38.9	-10.0	-0.4

41	Cc1cc(C)n(-c2nnc(C)n2N)n1
42	COC(=O)c1sc(N)c(C(=O)OC)c1COC(=O)C1CC(=O)N(Cc2ccco2)C1 (stereo not given)
43	CC(=O)Nc1ccc(S(=O)(=O)NCCC(=O)OC(C)C(=O)c2ccc(C)cc2)cc1 (stereo not given)
44	CC(C)CCN(C(=O)Cc1ccccc1F)c1c(N)n(Cc2ccccc2)c(=O)[nH]c1=O
45	O=C(c1cccc(F)c1)N1CCN(S(=O)(=O)Cc2ccccc2)CC1
Compound	41	42	43	44	45
STK33 kinase inh	-0.8	-0.3	-0.4	-1.1	0.2
OX1R antag-1	46.7	9.5	34.7	4.7	3.9
OX1R antag-2	-10.3	-24.2	-6.5	-29.6	-7.3

46	COc1ccc(NC(=O)CSc2nccc(C)n2)cc1
47	COc1ccc(C(C(C(=O)c2ccco2)N2CCOCC2)N2CCOCC2)cc1 (stereo not given)
48	COc1ccc(-c2ccc(OC(=O)NC3CCS(=O)(=O)C3)cc2)cc1 (stereo not given)
49	Cc1cccc(-c2nnc(SCC3CNC(=O)O3)n2-c2ccc(Cl)cc2)c1 (stereo not given)
50	CC(=O)c1cccc(NC(=O)CN(Cc2ccccc2)S(C)(=O)=O)c1
Compound	46	47	48	49	50
STK33 kinase inh	0.3	0.9	1.4	-0.3	-1.1
OX1R antag-1	9.8	5.4	-4.3	9.6	25.1
OX1R antag-2	-0.8	-4.3	-11.0	-24.9	-2.8

51	Cc1nc(-c2ccccc2O)n(S(=O)(=O)N(C)C)n1
52	CC(C)(C)C1CCC(OC(=O)CCC(=O)Nc2ccccc2)CC1 (stereo not given)
53	CCC(C)[C@H](NC(=O)NC1CC1)C(=O)O (stereo not given in full)
54	O=C(C[C@@H]1C/C=C/CC[C@@H](Cc2ccc(F)cc2)C(=O)O[C@H](c2ccccc2)CNC1=O)NCCO
55	CCC1(C)CC(c2nc(-c3ccc(OC)cc3)cs2)CCS1 (stereo not given)
Compound	51	52	53	54	55
STK33 kinase inh	-0.8	0.0	-3.0	-1.3	-1.4
OX1R antag-1	23.6	26.9	5.4	4.5	17.1
OX1R antag-2	-14.8	-18.0	-8.5	-32.5	-26.0

56	COc1ccc(CCN2CC(C(=O)NCCc3cnn(C)c3)CCC2=O)cc1 (stereo not given)
57	CSc1ccccc1C(=O)C1CCCN(C(=O)NC(C)C)C1 (stereo not given)
58	CCN(C(=O)COC(=O)CSc1ccc(C(N)=O)cc1[N+](=O)[O-])C1CCCCC1
59	CCCSC1=N/C(=C\c2ccc3c(c2)OCO3)C(=O)S1
60	O=[N+]([O-])c1ccccc1/C=C/C=N/n1c(-c2ccc(Cl)cc2)n[nH]c1=S
Compound	56	57	58	59	60
STK33 kinase inh	-1.2	-1.5	0.9	1.4	-1.0
OX1R antag-1	13.2	25.3	49.0	14.8	26.4
OX1R antag-2	16.4	-14.7	-22.9	-18.9	-16.6

61	CCOC(=O)CN1C(=O)/C(=C/c2cccc(Br)c2)Oc2ccccc21
62	O=C(NC1CCCCC1)c1ccc(COc2ccccc2)o1
63	COc1ccc2nc(NC(=O)c3ccccc3[N+](=O)[O-])sc2c1
64	Cn1c(=O)cc(OCC(=O)NCCC2=CCCCC2)c2ccccc21
65	COc1ccc(OCc2nnc3n2N=C(c2ccc(C)cc2)CS3)cc1
Compound	61	62	63	64	65
STK33 kinase inh	-2.0	-1.1	4.3	2.4	-0.7
OX1R antag-1	11.9	13.6	16.8	8.0	4.9
OX1R antag-2	-14.0	-11.3	-19.1	-31.4	-25.5

66	CCOC(=O)c1cc2occc2n1Cc1ccc(F)cc1
67	Cc1ccc(C(=O)NCC(=O)OCC(=O)NCCc2ccccc2)s1
68	COc1ccc(NC(=O)CN(C2CCCCC2)S(C)(=O)=O)cc1Cl
69	COc1cc(C2NC(C(=O)O)Cc3c2[nH]c2ccccc32)cc(OC)c1OC (stereo not given)
70	COc1ccc(OCCCC(=O)NCCc2ccccc2)cc1
Compound	66	67	68	69	70
STK33 kinase inh	-1.2	-1.7	1.0	-0.5	1.6
OX1R antag-1	3.6	10.3	19.9	7.9	10.8
OX1R antag-2	-27.8	-4.0	-32.2	-11.8	-6.0

71	O=C(OCN1C(=O)c2ccccc2C1=O)c1cccc(OC(F)F)c1
72	O=C(Nc1cccc(-c2nc3cccnc3s2)c1)c1ccc(Cl)nc1
73	O=C(NC1CCCC1)C(c1ccncc1)N(Cc1cccs1)C(=O)c1csnn1 (stereo not given)
74	Cc1ccsc1/C=C1/CN(C)Cc2c1nc1ccccc1c2C(=O)O
75	C=C(C)Cn1c(CCNC(=O)c2ccco2)nc2ccccc21
Compound	71	72	73	74	75
STK33 kinase inh	0.3	-1.3	0.2	-0.8	-1.8
OX1R antag-1	28.4	16.4	30.5	26.6	25.1
OX1R antag-2	-3.7	-7.3	-28.1	-5.9	-21.8

76	Cc1ccc(-n2nc(C)c3c(C)c(CCC(=O)Nc4ccc(CN5CCCC5)cc4)c(C)nc32)cc1
77	N#CCCCSc1ncccc1-c1nc2ccccc2[nH]1
78	O=C(Nc1ccccc1)Nc1ccc2nnsc2c1
79	COc1ccc(C(=O)NCc2nnc(SCC(=O)N3CCCC3)o2)cc1OC
80	Cc1ccc(-n2cc(CNCCn3nc(C)cc3C)c(-c3ccc(F)cc3)n2)cc1
Compound	76	77	78	79	80
STK33 kinase inh	1.3	-2.5	1.6	-0.8	10.3
OX1R antag-1	10.4	4.0	16.9	3.1	5.7
OX1R antag-2	3.2	-11.2	24.1	3.3	-28.3

81	CN(c1ccccc1)S(=O)(=O)c1ccc(C(=O)Nc2nnc(C3CC3)s2)cc1
82	Cc1cc(NC(=O)CSCC(=O)N(C)Cc2ccc(Cl)c(Cl)c2)no1
83	CCC(=O)N1CCN(c2ccc(NC(=O)c3c(F)c(F)c(OC)c(F)c3F)cc2)CC1
84	COC(=O)C1=C(C)NC(C)=C(C(=O)OC)C1c1ccc(C)o1
85	COc1ccc(/C=C/c2cc(C(=O)O)c3ccccc3n2)cc1
86	COc1ccc(C(CNC(=O)c2ccc(S(=O)(=O)Nc3ccccc3C)cc2)N2CCOCC2)cc1 (stereo not given)
87	Cc1ccc(S(=O)(=O)N2CCN(CC(=O)N/N=C/c3ccc(Br)s3)CC2)cc1
Compound	81	82	83	84	85	86	87
STK33 kinase inh	-0.1	0.1	-0.9	-0.4	-3.8	-0.4	0.0
OX1R antag-1	4.6	17.2	7.8	31.8	14.9	8.1	19.1
OX1R antag-2	-11.1	-29.9	-11.4	-7.9	-8.6	-36.7	-22.4
